Cdc42 wt: human Cdc42 wildtype GTP binding change, either direction. P60953. GST-Cdc42 beads, Bodipy-GTP binding, flow cytometry; actives lie on both sides. percent activity (GTP binding), % at 10 µM. 190,000 tested, 0.2% active. AID 761;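 active means percent activity GTP binding at least 20 points away from the 100% baseline, either down as inhibitor or up as activator; inconclusive means compound flagged as likely green fluorescent from well-wide comparison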;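 further: median bead fluorescence of bound Bodipy-FL-GTP at 100 nM; 0% = excess unlabeled GTP control and 100% = no compound control; below 100% means less GTP binding so inhibitor and above means activator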
RGS8-Gao: modulates binding of RGS8 to human Galphao; P09471; multiplexed bead flow cytometry; actives lie on both sides; response (percent of control binding), % at 10 µM; 220,000 tested, 0.34% active; AID 1423; in the data active means response below about 60% or above about 140%; inactive means in between;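 further: Galphao activated as the GDP aluminium fluoride complex binding bead-coupled RGS8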
Target sequence (P09471 whole entry, looked up): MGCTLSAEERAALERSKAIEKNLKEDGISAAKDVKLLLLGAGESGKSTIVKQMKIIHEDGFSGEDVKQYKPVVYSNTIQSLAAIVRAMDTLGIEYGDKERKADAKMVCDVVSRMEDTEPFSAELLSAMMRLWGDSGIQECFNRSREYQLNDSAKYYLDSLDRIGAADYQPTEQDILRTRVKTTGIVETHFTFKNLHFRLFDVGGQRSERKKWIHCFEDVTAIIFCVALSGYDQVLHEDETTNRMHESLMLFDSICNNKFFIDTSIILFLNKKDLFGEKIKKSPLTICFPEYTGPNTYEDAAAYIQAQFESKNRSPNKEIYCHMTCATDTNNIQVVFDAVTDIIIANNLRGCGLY
Pf gametocyte: P. falciparum stage V gametocyte viability inhibition. P. falciparum stage V gametocytes, ATP luminescence, 24 h. inhibition, % at 10.9 µM. 150,000 tested, 0.065% active;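 active means inhibition above the mean plus 3 SD of compounds within the control limits, set per campaign, cut at about 38% in these data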;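 further: 0% = DMSO wells and 100% = medium only without gametocytes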
Rac1 mut GTP: alters GTP binding to activated mutant human Rac1; P63000; GST-Rac1 activated beads, fluorescent GTP binding, flow cytometry; actives lie on both sides; 100% means binding = to untreated wells; percent activity (GTP binding), % at 10 µM; 190,000 tested, 0.11% active; AID 764;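 active means GTP binding at least 20 percentage points away from the 100% baseline, in either direction, so actives lie on both sides; inconclusive means Compound likely fluorescent itself, or too few beads counted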
Bim-Mcl-1: inhibitors of Bim-Mcl-1 interaction, human. Q07820. Bead-based flow cytometry, Bim peptide-Mcl-1 binding. inhibition, % at 10 µM. 190,000 tested, 0.1% active. AID 1009; in the data active means inhibition above about 40%;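 further: 0% = no compound tracer wells and 100% = peptide blocker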
Target sequence (Q07820 whole entry, looked up): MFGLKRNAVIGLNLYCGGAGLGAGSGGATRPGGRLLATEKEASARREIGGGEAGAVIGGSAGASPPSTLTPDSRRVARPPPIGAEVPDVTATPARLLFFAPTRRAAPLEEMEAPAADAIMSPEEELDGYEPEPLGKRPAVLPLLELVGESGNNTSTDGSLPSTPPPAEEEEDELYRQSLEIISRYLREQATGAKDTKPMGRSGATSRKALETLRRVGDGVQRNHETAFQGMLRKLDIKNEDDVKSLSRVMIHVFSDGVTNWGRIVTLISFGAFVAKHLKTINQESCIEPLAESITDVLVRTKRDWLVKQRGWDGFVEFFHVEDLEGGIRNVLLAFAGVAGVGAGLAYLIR
Mcl1 Bid PPI: disrupts binding of human Mcl-1 to Bid peptide; Q07820; TR-FRET Mcl-1/Bid-Dy647 peptide binding, 1536-well; inhibition, % at 21.7 µM; 220,000 tested, 0.97% active;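 active means compounds that cut the binding signal by more than half at the single screening dose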;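 further: His-tagged Mcl-1 with europium anti-His antibody binding Bid BH3 peptide; 0% = Mcl-1 plus peptide wells and 100% = peptide-only wells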
Rab2 wt GTP: changes GTP binding to wildtype dog Rab2A, up or down | P61105 | GST-Rab2 wt beads, Bodipy-GTP binding, flow cytometry | GTP binding activity, % at 10 µM | 190,000 tested, 0.19% active | AID 760;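 active means GTP binding activity at least 20 points away from 100%, either lowered or raised; inconclusive means signal likely due to the compound's own green fluorescence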;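 further: 0% = beads with excess unlabeled GTP and 100% = no-compound control corrected for plate trend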
HRas wt GTP bind: modulators of GTP binding to human HRas wildtype; P01112; 190,000 tested, 0.14% active; GST-Ras wt beads, Bodipy-FL-GTP binding, flow cytometry; actives lie on both sides; GTP binding activity, % at 10 µM;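 active means GTP binding activity at least 20% away from the 100% baseline, either lowered as inhibitor or raised as activator; inconclusive means flagged as likely green fluorescent, judged across all proteins in the well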;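 further: 0% = unlabeled GTP competition control and 100% = no-compound control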
Target sequence (P01112 whole entry, looked up): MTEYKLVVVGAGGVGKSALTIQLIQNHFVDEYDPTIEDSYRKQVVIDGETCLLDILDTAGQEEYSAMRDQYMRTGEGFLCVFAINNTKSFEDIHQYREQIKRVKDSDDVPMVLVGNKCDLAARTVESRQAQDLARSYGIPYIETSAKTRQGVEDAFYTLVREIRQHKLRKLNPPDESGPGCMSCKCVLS
Rab7 wt modul: dog Rab7 wildtype GTP binding, inhibitors and activators; GST-Rab7 beads, fluorescent GTP binding, flow cytometry; actives lie on both sides; untreated = 100%, excess cold GTP = 0%; GTP binding activity (percent of control), % at 10 µM; 190,000 tested, 0.055% active;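 active means fluorescent GTP binding to Rab7 beads changed by at least 20 points from the 100% baseline, either direction, mostly lower; inconclusive means compound itself probably fluorescent, or too few beads counted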;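 further: median green fluorescence of bound Bodipy-FL-GTP per Rab7 bead population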
Rac1 wt modul: modulators of human Rac1 wildtype GTP binding; GST-Rac1 beads, fluorescent GTP binding, flow cytometry; actives lie on both sides; 0 = cold GTP competed, 100 = untreated; P63000; GTP binding activity (% of control), % at 10 µM; 190,000 tested, 0.27% active;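 active means GTP binding activity at least 20 points away from the 100% control level, either lower or higher; inconclusive means compound flagged as likely green fluorescent, judged across all proteins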
Mcl1-Noxa inh: disrupts binding of human Mcl-1 to Noxa peptide; TR-FRET Mcl-1/Noxa peptide binding, 2 h; inhibition, % at 21.7 µM; 220,000 tested, 1.5% active; AID 1022;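 active means compounds that cut the protein-peptide binding signal by more than 50% relative to plate controls in a single-dose test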;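 further: His-tagged Mcl-1 with rhodamine Noxa BH3 peptide and terbium anti-His antibody; 0% = Mcl-1 plus Noxa peptide wells and 100% = peptide-only wells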
* = called active by the depositor; ? = inconclusive; · = no result given; [ ] = dose if it differs, or a comment.

SMILES	Cdc42 wt	RGS8-Gao	Pf gametocyte	Rac1 mut GTP	Bim-Mcl-1	Mcl1 Bid PPI	Rab2 wt GTP	HRas wt GTP bind	Rab7 wt modul	Rac1 wt modul	Mcl1-Noxa inh
CS(=O)(=O)Nc1ccc(C2=NN(S(C)(=O)=O)C(c3ccc4nccnc4c3)C2)cc1 (stereo not given)	95	89	-2	93	3	-11	91	93	95	91	20
CC(=O)N1CCc2cc(S(=O)(=O)NCCC(=O)N3CCN(c4ccccn4)CC3)ccc21	105	102	1	104	-5	-10	101	103	98	106	3
CCOC(=O)N1CCC(NC(=O)C2CCN(C(=O)c3cc4oc(C)cc4n3Cc3c(F)cccc3Cl)CC2)CC1	95	99	-2	95	2	-32	96	95	92	98	26
CCOC(=O)COc1ccc2c(c1)C(=O)CC1(CCN(C(C)=O)CC1)O2	102	101	·	99	-2	-1	98	100	97	101	-3
COc1ccc(/C=N/n2c(C)nnc2C)c(OC)c1	101	99	·	104	-4	-12	102	105	105	108	6
CC(C)c1csc(CN2CCC(N3CCC(C(=O)NCC4CCCO4)CC3)CC2)n1 (stereo not given)	96	107	-4	95	-2	-38	94	97	94	101	-2
O=C(Cc1ccccc1Cl)N1CCN(c2ncccn2)CC1	94	104	-5	94	4	-11	92	96	97	91	-14
COc1ccccc1CNC(=O)/C=C/c1ccc(S(=O)(=O)N2CCOCC2)cc1	100	100	-18	98	-1	-7	100	101	109	105	11
C=CCn1c(SCC(=O)Nc2cccc(C)c2)nnc1-c1cnccn1	101	100	6	99	-3	-1	104	104	106	99	13
COC(=O)c1ccc(C(C(=O)NC2CCCCC2)N(CCc2ccccc2)C(=O)Cc2cccs2)cc1 (stereo not given)	102	101	-10	99	-4	5	96	98	98	105	7
CC1=NNC(=O)C1C(c1ccccc1)C1C(=O)NN=C1C (stereo not given)	96	101	·	94	-23	-35	96	97	94	96	-1
CN(C)/C=C/c1onc(-c2c(Cl)cccc2Cl)c1C#N	99	106	1	97	-1	-20	98	97	102	98	13
N/C(COc1cccc(C(F)(F)F)c1)=N\NC(=O)c1cccnc1Oc1ccccc1	103	108	·	100	1	-25	98	100	98	105	4
CC(C1CC1)N(Cc1ccccc1)C(=O)NC(=O)c1cccc(F)c1 (stereo not given)	94	101	·	95	0	-18	94	96	99	99	3
O=C(Nc1cccc(F)c1)C1CCN(c2nnnn2-c2ccccc2)CC1	105	100	27	101	5	-18	100	101	101	106	-2
CCOC(=O)CSc1nc(C)c(CC)c(C)c1C(N)=O	98	100	7	93	0	-4	95	95	96	99	9
Cc1oc(-c2cccc(Cl)c2)nc1CN1CCC(C(=O)NCCCN2CCCC2=O)CC1	98	105	·	99	0	-22	97	97	97	99	7
Clc1cccc(/C=N/Nc2nnc(Cl)c3ccccc23)c1	98	102	-15	95	0	-27	95	98	98	97	19
Cn1c(O)c(C2=c3ccccc3=NC2=O)[nH]c1=S	90	93	·	90	2	-39	85	87	94	79*	23
CC(=O)Nc1ccc(OS(=O)(=O)c2ccc(C(C)(C)C)cc2)cc1	95	101	·	96	-1	-17	97	98	98	101	7
COc1cc(NC(=O)c2ccc3c(c2)OCO3)ccc1NC(=O)c1ccco1	104	106	3	100	0	-15	100	101	96	106	-15
O=C(CSc1n[nH]c(-c2cccnc2)n1)OC1CCCCC1	97	99	·	95	0	-11	94	97	97	100	19
COc1cc(NC(=O)c2ccco2)c(OC)cc1NC(=O)Nc1ccc(Cl)cc1	100	103	·	96	0	-5	95	97	93	98	35
Cc1cc(C)n2cc(CSc3nc4ccccc4[nH]3)nc2n1	100	99	2	97	-9	-29	96	97	99	101	20
COc1ccc(C2CC(c3ccc(Br)cc3)=NN2C(=S)Nc2ccccc2)cc1 (stereo not given)	92	71	-1	95	-2	-47	93	92	93	96	11
SMILES	Cdc42 wt	RGS8-Gao	Pf gametocyte	Rac1 mut GTP	Bim-Mcl-1	Mcl1 Bid PPI	Rab2 wt GTP	HRas wt GTP bind	Rab7 wt modul	Rac1 wt modul	Mcl1-Noxa inh
O=C(CNC(=O)c1cccs1)OCC(=O)c1ccc2ccccc2c1	95	102	·	94	0	-7	94	94	96	95	12
Cc1onc(-c2ccccc2Cl)c1C(=O)NCCN1Cc2ccccc2C1=O	96	92	·	97	0	0	97	94	95	94	3
Cc1ccc(C(=O)NCCCC(=O)O)o1	105	110	·	102	-4	-17	105	101	95	103	2
O=C(Cn1ccccc1=O)c1ccc(Cl)cc1	97	100	·	97	0	-20	96	98	99	100	-6
COCCN(C(=S)Nc1ccc(OC)cc1)C1CCN(C(C)=O)CC1	102	103	-7	100	2	-66	100	102	98	100	6
O=C(OCC1OC2OC3(CCCCC3)OC2C2OC3(CCCCC3)OC12)c1ccccc1 (stereo not given)	102	98	-11	98	-3	1	99	101	102	103	10
CS(=O)(=O)NCCCCCCNS(C)(=O)=O	91	107	-2	93	0	-9	94	96	99	91	-4
COc1ccc2sc3ccccc3c(=O)c2c1	100	101	·	97	1	-45	97	99	99	98	-119
O=C(COC(=O)CNC(=O)c1ccccc1)Nc1nc(-c2ccccc2)cs1	101	102	-38	97	-4	-33	101	101	100	102	7
Cc1c(O)c2cccnc2[nH]c1=O	104	102	-13	100	-1	-45	99	101	96	106	-2
O=C(c1ccccc1)c1ccccc1C(=O)N1CCCC1	96	99	-1	95	-4	23	93	95	94	93	11
CCCCCC(=O)N/N=C(\C)c1ccc(Cl)cc1	100	75	·	99	-4	-4	100	101	105	100	6
O=C(O)c1nsc(Cl)c1Cl	102	102	·	96	2	5	98	100	99	105	8
CN(c1ccccc1)c1ccc(/C=C(\C#N)c2nnc3n2CCCCC3)cc1[N+](=O)[O-]	102	99	·	96	3	19	98	99	97	100	32
O=C(NCc1ccccn1)C1CC(c2ccccc2O)=NO1 (stereo not given)	93	76	·	95	0	-32	95	96	96	97	7
Nc1ncc(-c2ccccc2)n1CC1CCCO1 (stereo not given)	109	98	-16	104	7	-87	110	107	108	115	-42
CCN(CC)S(=O)(=O)c1ccc(C(=O)OC2CCCCC2CN(C)C)cc1 (stereo not given)	101	100	·	101	-3	51*	101	100	99	102	-4
COC(=O)CC1Nc2ccccc2SC1=O (stereo not given)	99	103	-6	98	-5	-16	100	101	100	100	17
CCNC(=O)CSc1nc(-c2ccc(F)cc2)cs1	92	102	-3	91	0	-12	93	92	93	96	5
CCOC(=O)C(NC(=O)Nc1ccccc1)(OCC)C(F)(F)F (stereo not given)	102	102	-18	99	0	0	98	100	100	107	7
COc1ccc(-c2c[n+]3c4n2CCCCC4=C(c2ccccc2)C3)cc1	?	102	8	?	0	-5	?	?	?	?	14
NS(=O)(=O)c1ccc(NS(=O)(=O)c2ccc(NC(=S)Nc3ccccc3)cc2)cc1	101	100	-3	98	-6	-23	99	100	100	103	24
O=c1c2cc(N3CCOCC3)ccc2[nH]c(=S)n1Cc1ccccn1	97	101	-13	95	-3	-63	94	97	96	99	-11
Clc1ccc(-c2noc(CSc3nnc(-c4ccncc4)n3-c3ccccc3)n2)cc1	104	98	·	102	-4	-10	106	105	98	107	-19
O=C(CC1C(=O)NCCN1Cc1c(F)cccc1Cl)NCc1ccccc1 (stereo not given)	100	90	·	96	1	-2	95	97	98	95	0
SMILES	Cdc42 wt	RGS8-Gao	Pf gametocyte	Rac1 mut GTP	Bim-Mcl-1	Mcl1 Bid PPI	Rab2 wt GTP	HRas wt GTP bind	Rab7 wt modul	Rac1 wt modul	Mcl1-Noxa inh
Cc1ccccc1C(=O)NC(=S)NCC(=O)c1ccccc1	108	103	·	104	-8	-29	106	107	107	107	7
Cc1ccc(C(=O)CNc2ccccc2C)cc1	101	101	4	104	0	-46	101	104	100	107	17
COC(=O)CSc1nc(C)cc(Oc2ccccc2)n1	102	95	·	98	1	-23	100	98	98	102	-28
CC(=O)c1ccc(NC(=S)Nc2cccc(Cl)c2C)cc1	?	106	·	?	-3	-38	?	?	?	?	35
O=C(O)c1ccc2c(c1)C(=O)/C(=C/c1ccccc1)C2=O	96	102	1	93	4	-20	94	96	96	102	64*
CCOc1ncccc1C(=O)OCC(=O)N(CC)c1ccccc1	93	103	-4	93	0	-3	95	97	101	89	10
Cc1ccc(CC2CC(=O)N(c3ccc4c(c3)OCCO4)C2=O)cc1 (stereo not given)	99	99	3	97	0	-8	98	97	96	99	4
CCOc1ccc(NC(=O)CCn2cccc2)cc1	101	107	·	102	3	-47	100	103	103	106	15
COc1ccc(/C=C2/SC(=S)N(CCC(=O)O)C2=O)cc1	96	64	·	96	3	-14	94	97	99	97	11
Cc1oc(-c2ccccc2)nc1CC(=O)O	104	102	·	101	1	1	100	100	96	105	-6
CN1CCN(c2nc3c(c(=O)[nH]c(=O)n3C)n2CCOc2ccccc2)CC1	104	102	·	100	0	-7	100	101	98	102	-17
Cc1c(NC(=O)CN2CCN(c3ccc(O)cc3)CC2)c(=O)n(-c2ccccc2)n1C	96	92	-10	97	0	-47	98	98	102	95	25
CC(=O)Nc1nonc1NC(=O)CSC1=NCCS1	105	100	-3	100	1	-3	104	104	104	105	-5
Cc1oc(-c2ccccc2Cl)nc1CN1CCCCC1c1cccnc1 (stereo not given)	97	99	-43	97	-5	-53	104	101	102	98	4
CCOC(=O)c1ccc(-n2c(C)nc3c(cnn3-c3ccccc3Cl)c2=O)cc1	102	100	-4	99	-4	7	102	99	98	102	-8
Cc1ccccc1NC(=O)C1CCC(C)(C(=O)O)C1(C)C (stereo not given)	101	96	·	100	-3	-9	101	103	101	103	6
COc1ccc2cc(C(=O)C3CCCN(C(=O)/C=C/c4ccccn4)C3)ccc2c1 (stereo not given)	98	100	-31	94	2	-10	95	95	103	98	6
CCc1nnc(NS(=O)(=O)c2ccc(N=Cc3c(C)[nH]n(-c4ccc(C)cc4)c3=O)cc2)s1	88	99	·	91	2	-8	91	93	94	90	22
O=C(Nc1ccccc1C(=O)OCc1nnc(-c2ccccc2)o1)c1ccco1	94	105	13	94	0	7	95	95	93	92	17
CCOCCCNc1ccc(-c2ccccc2)nn1	98	100	·	99	2	-37	99	98	94	102	-9
O=C(NC1C=CS(=O)(=O)C1)c1ccccc1 (stereo not given)	95	107	3	97	0	-21	101	104	109	101	11
Cc1ccc(C)c(N2CCN(C(=O)CN3C(=S)NC(C)(C)CC3C)CC2)c1 (stereo not given)	98	101	-5	95	-1	-35	96	97	96	97	15
COc1ccc(-n2c(SCC(=O)Nc3cc(C)on3)nc3c(c2=O)SCC3)cc1	97	166*[activator]	·	96	2	-34	96	96	98	96	12

Screening results as filed in PubChem BioAssay.
